tim23-1 inh: tim23-1 yeast growth inhibition; S. cerevisiae tim23-1 growth, BacTiter-Glo luminescence, 24 h; inhibition, % at 20 µM; 330,000 tested, 1.3% active; AID 463212;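 active means growth inhibition of the mutant yeast at or above 50%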;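 further: temperature-sensitive mutant grown at 25 °C; plate controls were DMSO-treated mutant yeast for no effect and medium wells lacking yeast for full effect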
Mdm2-MdmX inh: human Mdm2/MdmX binding inhibition | O15151+Q00987 | SaOS-2 split-luciferase Mdm2/MdmX complementation, luminescence | inhibition, % at 8 µM | 330,000 tested, 3% active;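 active means inhibition of at least 50% at 8 µM in the primary screen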
Target sequence (O15151 whole entry, looked up): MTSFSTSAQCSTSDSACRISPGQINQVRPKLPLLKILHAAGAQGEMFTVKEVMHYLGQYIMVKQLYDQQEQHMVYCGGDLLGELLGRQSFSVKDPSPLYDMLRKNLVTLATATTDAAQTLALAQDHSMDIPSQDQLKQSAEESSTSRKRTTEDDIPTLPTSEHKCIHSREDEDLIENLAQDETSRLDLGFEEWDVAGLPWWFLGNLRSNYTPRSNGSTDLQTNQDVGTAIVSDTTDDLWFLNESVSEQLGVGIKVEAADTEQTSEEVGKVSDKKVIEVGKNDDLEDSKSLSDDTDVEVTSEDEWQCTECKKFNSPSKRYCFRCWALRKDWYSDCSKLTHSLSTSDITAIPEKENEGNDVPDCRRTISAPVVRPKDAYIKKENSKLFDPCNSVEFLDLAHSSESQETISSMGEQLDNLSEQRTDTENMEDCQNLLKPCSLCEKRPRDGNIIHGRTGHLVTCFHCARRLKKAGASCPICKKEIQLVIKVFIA
Target sequence (Q00987 whole entry, looked up): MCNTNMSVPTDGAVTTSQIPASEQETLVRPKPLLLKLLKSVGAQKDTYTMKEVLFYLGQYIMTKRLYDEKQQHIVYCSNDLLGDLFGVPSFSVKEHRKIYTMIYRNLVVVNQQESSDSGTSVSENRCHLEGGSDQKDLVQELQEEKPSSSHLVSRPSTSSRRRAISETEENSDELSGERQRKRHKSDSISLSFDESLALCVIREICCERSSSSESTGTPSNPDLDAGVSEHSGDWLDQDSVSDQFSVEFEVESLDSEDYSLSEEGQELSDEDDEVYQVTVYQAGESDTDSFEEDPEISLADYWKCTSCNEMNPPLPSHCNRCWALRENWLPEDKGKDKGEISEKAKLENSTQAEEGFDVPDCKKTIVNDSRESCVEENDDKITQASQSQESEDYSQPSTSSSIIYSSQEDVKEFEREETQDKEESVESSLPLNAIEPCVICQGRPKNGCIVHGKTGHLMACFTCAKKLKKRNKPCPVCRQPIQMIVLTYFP
UPR CHOP act: activators of apoptotic arm of unfolded protein response (CHOP). CHO-CHOP luciferase reporter, UPR activation, luminescence; percent of tunicamycin response over DMSO baseline. activation, % at 10 µM. 330,000 tested, 0.34% active. AID 449763;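 active means at 10 µM dose, activation of 40% or more, normalized to positive control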;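 further: 100% = tunicamycin at 10 µg/mL and 0% = DMSO alone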
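Evaluation: % reporter activation, DMSO baseline versus tunicamycin full activation; System: CHO-CHOP luciferase reporter cell line; Input: 500 cells/well; Incubation: 6 h compound treatment, 37 °C; Measured by: Steady-Glo luciferase luminescence; Dosing: one dose, 10 µM in 0.5% DMSO; Buffer or medium: F12 medium, 10% FBS; Benchmarks: positive tunicamycin 10 µg/mL, negative DMSO alone.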
tim10-1 inh: growth inhibitors of tim10-1 mutant yeast. inhibition, % at 20 µM. AID 463190. S. cerevisiae tim10-1 ts strain growth, BacTiter-Glo, 24 h. 330,000 tested, 2.2% active;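 active means inhibition of at least 40%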;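 further: mutant grown at 25 °C; 0% = DMSO wells with yeast and 100% = wells holding no yeast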
UPR XBP1 act: activators of adaptive arm of unfolded protein response (XBP1). CHO-XBP1 luciferase reporter, IRE1-XBP1 UPR activation, luminescence; percent of tunicamycin response, DMSO as zero. activation, % at 20 µM. 330,000 tested, 0.33% active. AID 463104;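 active means versus positive control, 20 µM dose yields 30% or more activation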;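 further: 100% = tunicamycin at 10 µg/mL and 0% = DMSO only wells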
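incubation = overnight seeding at 37 °C, 6 h compound treatment at 37 °C | assay system = CHO-XBP1 cells stably carrying IRE1-XBP1-driven luciferase reporter | input = 1000 cells per well | detection = luciferase luminescence | dosing = single point, 20 µM final compound, 1% DMSO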
Jurkat NFkB inh: lowers PMA/ionomycin-induced NF-kB signal in Jurkat cells. PMA/ionomycin-induced NF-kB luciferase reporter, luminescence. inhibition, % at 4 µM. 330,000 tested, 0.53% active. AID 435003; in the data active means inhibition above about 50%
TIM10 inh: TIM10 yeast growth inhibition | AID 463195 | inhibition, % at 10 µM | S. cerevisiae TIM10 strain growth, BacTiter-Glo luminescence, 24 h | 330,000 tested, 1.4% active;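 active means inhibition of 40% or more at the single tested concentration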;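 further: wild-type TIM10 isogenic control strain grown at permissive 25 °C; 0% = DMSO yeast wells and 100% = minimal medium wells without yeast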
697 NFkB inh: inhibitors of the PMA/ionomycin-induced NF-kB reporter in 697 B cells; 697 B-cell NF-kB luciferase reporter, 16 h; inhibition, % at 4 µM; 330,000 tested, 0.33% active; in the data active means inhibition above about 35%
Numbers without * were called inactive; . = no result given.

SMILES	tim23-1 inh	Mdm2-MdmX inh	UPR CHOP act	tim10-1 inh	UPR XBP1 act	Jurkat NFkB inh	TIM10 inh	697 NFkB inh
CC(=O)NC12CC3CC(C1)CC(C(=O)N1CCN(c4ncccn4)CC1)(C3)C2	-7	0	-1.4	-10	-4	15	-3	-1
COc1ccc2c(c1)c(=O)oc1cc(OCC(=O)NC3CCCCC3)ccc12	-3	12	-0.1	-19	4	-9	-34	0
CC(=O)Nc1ccc(Nc2cc(C)nc3ccccc23)cc1	-5	18	-1.8	-2	-3	-16	-5	9
COc1ccccc1C(=O)Nc1ccc2nc3n(c(=O)c2c1)CCCC3	26	-7	0.0	21	-2	-51	5	-6
Cc1ccc(C2CC2C(=O)NN)cc1 (centres undefined)	15	-23	-0.2	10	1	3	8	-8
CCc1ccc(NC(=O)C2CCN(S(=O)(=O)c3ccc4c(c3)N(C(C)=O)CCO4)CC2)cc1	12	4	-0.8	-9	-10	1	-4	-6
COc1ccc(CNC(=O)C[C@H]2C(=O)N(CCc3ccccc3)C[C@@H]2Cc2ccccc2)cc1	27	9	-1.2	7	2	2	18	-14
O=C(COC(=O)CSCc1ccccc1)NCc1ccccc1	7	-3	-1.4	6	-3	-13	-3	17
O=S(=O)(CC(CN1CCCCC1)N1CCCCC1)c1ccccc1 (centres undefined)	19	72*	-0.8	3	-1	4	-15	18
Cc1ccc(-c2nc3sc(C(N)=O)c(N)c3c3c2CCCC3)cc1	38	-6	2.0	31	15	4	15	-53
CC1(C)Oc2ccc(C(=O)NC3CCCCC3)cc2N(CC#N)C1=O	10	5	-1.2	-6	19	3	7	2
COc1ccc(CC(=O)NNC(=O)CCc2ccccc2)cc1	5	4	-2.5	11	-1	-14	-18	15
COc1ccc(N(CC(=O)NCCC2=CCCCC2)S(=O)(=O)c2ccc(C)cc2)cc1	6	16	-0.5	14	-3	-4	2	10
COc1cc(/C=C/C(=O)NC(=O)c2ccccc2O)ccc1O	10	9	5.5	1	-2	-1	7	-9
O=C(COC(=O)c1ccc(S(=O)(=O)N2CCOCC2)cc1)NCc1ccccc1	-2	-29	-1.0	-5	-2	2	9	4
CC(C)(C)C(=O)Nc1sc2c(c1C(=O)Nc1ccccn1)CCCC2	6	20	-0.6	10	0	14	9	7
O=C(Cc1ccc(S(=O)(=O)N2CCOCC2)s1)N1CCN(S(=O)(=O)c2ccc(Cl)cc2)CC1	8	12	-0.5	18	-4	-31	15	-22
CC(=O)NCC1CCCN(c2nc3nonc3nc2N(C)Cc2ccccc2)C1 (centres undefined)	7	8	-0.5	11	-1	-6	-7	7
COc1ccc2[nH]c(=O)c(CN(CC3CCCO3)C(=O)Nc3ccccc3)cc2c1 (centres undefined)	18	18	-0.8	25	3	-32	-8	4
CC(C)(C)OC(=O)N[C@@H](Cc1ccccc1)C(=O)N1CCC(C(=O)N[C@@H](CCC(N)=O)C(=O)O)CC1	12	-17	0.8	13	8	-1	-7	-32
COc1ccccc1CN1CCSCC1	10	30	0.8	19	-4	13	5	16
O=C(CSc1nc2[nH]c(=O)cc(O)c2s1)Nc1ccc(Cl)c(C(F)(F)F)c1	18	-22	-0.9	5	-2	8	7	-13
COc1ccc(C(=O)CSc2nnc(CNC(=O)c3ccc(OC)cc3)n2C)cc1	13	11	-1.8	13	-2	-1	19	-1
O=C(NCCCn1ccnc1)Nc1cccc2ccccc12	-6	3	-0.2	-4	-3	-2	-12	-5
CC(=O)N1C(C)(C)CC(=NOC(=O)c2ccc(C)cc2)CC1(C)C	8	8	-0.3	-3	0	1	-11	-2
CCC(CC)C(=O)Nc1nnc(S(=O)(=O)N2CCCC2)s1	18	11	0.5	9	-1	0	7	-1
COC(=O)[C@H](CCSC)NC(=O)[C@@H](Cc1cnc[nH]1)NC(=O)OCc1ccccc1	2	7	0.0	-10	-4	-5	3	9
COC(=O)c1ccccc1NC(=O)N1CCN(c2ccccc2)CC1	6	4	2.2	30	2	14	25	-10
COc1ccc(NC(=S)N(CCCN2CCOCC2)Cc2cn(C)c3ccccc23)cc1OC	-17	-6	2.8	2	-1	3	11	-33
COc1ccc2nc(NC(=O)CCn3cccc3)sc2c1	12	-27	-1.2	15	-2	-6	15	1
COc1ccc(NC(=O)CCNS(=O)(=O)c2cc(Br)cnc2N)cc1OC	8	16	0.1	19	-1	13	6	16
O=C(Nc1ccc(N2CCN(c3ccc(O)cc3)CC2)cc1)Oc1ccccc1	-4	6	-0.5	0	-2	5	-8	-10
CN(C(=O)c1cccc(OC2CCN(S(=O)(=O)N(C)C)CC2)c1)C1CCOC1 (centres undefined)	9	-9	2.0	11	3	-7	6	-2
O=C(COC(=O)Cn1cnc2ccccc21)Nc1cccc(S(=O)(=O)N2CCOCC2)c1	5	6	-2.4	-3	1	-8	18	-8
CN(C)C(=O)c1nc(C#N)c(N(C)C)o1	5	-15	-0.8	-7	0	-12	3	-26
CC(C)N(C(=O)CSc1nnc(CN2CCCCCC2=O)n1-c1ccccn1)C(C)C	-3	-13	-1.0	-22	-2	-24	-1	-30
CCCCOc1ccc(/C=N/NC(=S)Nc2cc(C)ccc2C)cc1	-26	22	-0.3	24	-2	-2	-23	-21
C=CC[C@@H](CC(=O)N(CCO)Cc1ccccc1)C(=O)N[C@H](COC(=O)[C@H](CC=C)CC(=O)OC(C)(C)C)Cc1c[nH]c2ccccc12	19	44	6.1	8	1	3	5	-7
O=C1NCCN1C(=O)C12CC3CC(CC(C3)C1)C2	14	30	1.4	11	-2	3	0	8
Oc1ccc(C2C(c3ccccc3)=NN=C(c3ccccc3F)N2O)c(O)c1 (centres undefined)	-4	-17	4.2	13	4	-51	26	-51
C/C(=N\NC(=O)c1ccc2nc[nH]c2c1)c1ccc([N+](=O)[O-])cc1	-10	1	0.0	-10	0	-6	1	25
Cc1ccc(SCCC(=O)OC(C(=O)NC(N)=O)C(C)C)cc1 (centres undefined)	13	17	-0.9	4	3	-9	18	8
CN1C(C(=O)Nc2ccc(F)cc2F)=CC(c2ccco2)=NS1(=O)=O	3	9	-1.2	-15	-1	-10	0	1
COc1ccc(N2CC(NC(=O)N3CCN(c4ccccc4)CC3)CC2=O)cc1 (centres undefined)	-22	-33	-0.1	5	1	1	8	7
Cc1cc(C)n2nc(-c3sccc3-n3cccc3)cc2n1	37	21	-2.1	19	-2	9	-21	21

Next part, overlapping the part above by three compounds.
SMILES	tim23-1 inh	Mdm2-MdmX inh	UPR CHOP act	tim10-1 inh	UPR XBP1 act	Jurkat NFkB inh	TIM10 inh	697 NFkB inh
CN1C(C(=O)Nc2ccc(F)cc2F)=CC(c2ccco2)=NS1(=O)=O	3	9	-1.2	-15	-1	-10	0	1
COc1ccc(N2CC(NC(=O)N3CCN(c4ccccc4)CC3)CC2=O)cc1 (centres undefined)	-22	-33	-0.1	5	1	1	8	7
Cc1cc(C)n2nc(-c3sccc3-n3cccc3)cc2n1	37	21	-2.1	19	-2	9	-21	21
CCCNS(=O)(=O)c1cccn1-c1ncc(C(F)(F)F)cc1Cl	18	-21	-0.6	16	-3	3	-1	13
CCOc1ccc(/C=C2/Sc3ccc(C(=O)NCC4CCCO4)cc3N(C)C2=O)cc1OC (centres undefined)	15	40	-0.6	20	1	6	33	-13
CC1CCCCN1CCNC(=O)C1CCN(S(=O)(=O)c2cccc3nsnc23)CC1 (centres undefined)	5	18	0.6	22	-5	5	14	-7
CN(C)C(=O)CSc1nc(-c2ccccc2)nc2c1CCCC2	20	-7	-2.1	0	-4	18	-5	12
O=C(c1ccc(OC2CCN(CCc3ccccc3)CC2)cc1)N1CCCCC1CCCO (centres undefined)	6	16	1.8	-1	-7	-8	-5	7
O=C(Nc1ccc(S(=O)(=O)NC2=NCCCCC2)cc1)c1ccc2ccccc2n1	45	26	-0.3	4	2	-5	3	-12
O=C(c1ccc2nc3ccccc3c(=O)n2c1)N1CCN(Cc2ccc3c(c2)OCO3)CC1	19	25	-1.4	35	0	-7	13	5
COc1ccc(C(CNC(=O)CN(C)S(=O)(=O)c2ccc(C)cc2)N2CCCC2)cc1 (centres undefined)	-4	16	0.6	-9	-3	3	-13	-2
Cc1c(Cl)c(C(=O)NNC(=S)NCc2ccco2)nn1C	0	11	1.0	12	3	-4	-21	-20
O=C(Nc1ccc(-c2csnn2)cc1)C1CC1	13	-18	2.2	-2	0	-4	-9	-17
CC(C)c1ccc(NC(=O)C2CCN(C(=O)[C@@H]3Cc4ccccc4CN3)CC2)cc1	15	2	6.9	-1	-4	-3	-5	-34
COc1ccc(C2CC(c3ccccc3)Nc3nc(NC(=O)c4ccco4)nn32)cc1 (centres undefined)	5	-6	-2.1	0	-4	12	3	19
CCS(=O)(=O)Nc1ccc(C2=NN(C(=O)c3ccco3)C(c3ccco3)C2)cc1 (centres undefined)	3	53*	0.7	13	-1	38	11	-55
O=C(NCC1CCCO1)C(Cc1ccccc1)N1C(=O)C2C3C=CC(C4CC34)C2C1=O (centres undefined)	25	-29	-0.9	21	-3	-7	17	-8
COc1ccc2nc(NC(=O)CSC(C)C(=O)Nc3cc(C)on3)sc2c1 (centres undefined)	5	1	-3.7	-8	-2	4	-1	30

Next section; it opens with the 3 that closed the last part.
SMILES	tim23-1 inh	Mdm2-MdmX inh	UPR CHOP act	tim10-1 inh	UPR XBP1 act	Jurkat NFkB inh	TIM10 inh	697 NFkB inh
CCS(=O)(=O)Nc1ccc(C2=NN(C(=O)c3ccco3)C(c3ccco3)C2)cc1 (centres undefined)	3	53*	0.7	13	-1	38	11	-55
O=C(NCC1CCCO1)C(Cc1ccccc1)N1C(=O)C2C3C=CC(C4CC34)C2C1=O (centres undefined)	25	-29	-0.9	21	-3	-7	17	-8
COc1ccc2nc(NC(=O)CSC(C)C(=O)Nc3cc(C)on3)sc2c1 (centres undefined)	5	1	-3.7	-8	-2	4	-1	30
Cc1sc(NC(=S)NC(=O)c2ccco2)c(C#N)c1C	-1	4	3.0	10	1	-7	-5	-15
CC(C)Cn1c(N)c(C(=O)COC(=O)C2CCCCC2)c(=O)n(C)c1=O	26	12	0.4	23	1	1	14	5
ClC(CCN1CCN(Cc2ccccc2)CC1)c1ccccc1 (centres undefined)	7	12	-0.6	1	-3	-4	6	9
Cc1nc2ccccc2c(=O)n1NC(=O)c1ccccc1Br	19	-17	-1.5	-1	2	-4	14	6
CC[C@]1(C(=O)OC)[C@H]2C(=O)N(Cc3ccccc3)C(=O)[C@H]2[C@H]2CN=C(SCc3ccc(C)cc3)N21	44	93*	1.8	21	0	.	10	15
CC1CC(C)CN(C(=O)c2ccc3ccccc3c2)C1 (centres undefined)	26	13	-0.7	18	-2	-9	6	-5
O=C(COC(=O)c1ccccc1[N+](=O)[O-])NCCCc1ccccc1	20	1	0.9	29	2	-25	-1	-2
COc1ccc(NC(C)=O)cc1S(=O)(=O)Nc1ccc(S(=O)(=O)N2CCCCC2)cc1	9	-5	-0.6	-2	-4	0	3	2
O=[N+]([O-])c1ccc(S(=O)(=O)c2cccc(C(F)(F)F)c2)nc1	46	95*	-9.8	75*	-11	14	75*	-31
COC(=O)c1sccc1NC(=O)c1cc(OC)cc(OC)c1	4	-1	-1.4	22	3	-11	18	-1
Cc1c(NC(=O)c2ccc3c(c2)C(=O)N(Cc2ccco2)C3=O)cccc1C(=O)O	0	-22	0.8	-4	-6	21	3	20
CCOc1cc(-c2c(C#N)c(N)nc3c2CCc2ccccc2-3)ccc1O	25	81*	3.0	14	2	30	17	30
O=C(O)Cn1c(=O)c2c3c(sc2n(Cc2ccccc2)c1=O)CCCC3	0	-13	0.8	-1	-6	17	9	6
COc1cc([C@H]2[C@@H]3CCCC[C@]3(O)CCN2Cc2ccccc2F)ccc1O	18	-1	1.4	21	2	12	6	11

Screens from PubChem BioAssay.
